KCNQ1 block: human KCNQ1 channel inhibition; P51787; CHO-K1 KCNQ1, FluxOR thallium flux fluorescence; active compounds read high; B-score at 10 µM; 310,000 compounds, 1.3% hits; AID 2642;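 active = compounds whose thallium flux B-score, printed positive for inhibition, exceeds three library SD while starting fluorescence stays within three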;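 note: channel opened by potassium depolarization with thallium stimulus after 20 min compound exposure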
TMEM16A inh: blocks the mouse calcium-activated chloride channel TMEM16A; Q8BHY3; HEK293 TMEM16A/YFP iodide influx fluorescence, ionomycin; normalized B-score (activity score, 25-100; higher = stronger inhibition) at 10 µM; 310,000 compounds, 1.2% hits;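 active = ratio plate-corrected score three or more library SD toward inhibition, starting fluorescence score within five deviations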;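 note: score derived from kinetic fluorescence span divided by baseline fluorescence per well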
MrgX1 allo act: human MrgX1 positive allosteric modulation, primary screen | B-score at 10 µM | AID 588675 | MrgX1-HEK293, Fluo-4 calcium flux, FDSS; active compounds read high | 310,000 compounds, 0.63% hits;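 active = plate-corrected calcium response at least 3 library SD above typical, normal starting fluorescence, not activating the receptor alone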;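 note: compound read alongside a low EC10 to EC30 dose of BAM8-22 agonist; peak minus trough fluorescence over baseline measured at the second addition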
RGS4 act: potentiators or activators of RGS4. B-score at 10 µM. HEK293 M3R/inducible RGS4, carbachol calcium flux Fluo4; active compounds read low. 310,000 compounds, 0.92% hits;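 active = B-score of the integrated calcium signal more than 4 SD below the library mean, with starting fluorescence not abnormally high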;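 note: negative B-score means reduced calcium response which marks RGS4 activation or potentiation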
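System: HEK293 FlpIn-TREx cells, stable M3R, doxycycline-inducible RGS4. Timing: overnight RGS4 induction, 30 min dye load 37 °C, 20 min compound RT. Also added: carbachol, ECmax concentration. Measured by: Fluo4 fluorescence kinetic imaging of calcium. Evaluation: integrated calcium ratio converted to B score.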
MrgX1 ag: activates human MrgX1 receptor signaling. MrgX1-HEK293 cells, Fluo-4 calcium fluorescence, agonist mode; active compounds read high. B-score at 10 µM. 310,000 compounds, 0.44% hits. AID 588627;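 active = calcium response B-score plate-corrected fluorescence ratio at least 3 library SD, with starting fluorescence B-score inside 5 SD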
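Material – MrgX1-expressing HEK293 cells · Input – 15,000 cells seeded per well · Dosing – compound as first of three additions · Times – overnight seeding, then 1 h dark dye loading · Measured by – kinetic Fluo-4 NW fluorescence of intracellular calcium · Read-out – B-scored fluorescence response ratio · Benchmarks – positive and negative control wells on each plate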
RGS4 inh: inhibitors of human RGS4 | AID 463165 | B-score at 10 µM | P49798 | 310,000 compounds, 0.45% hits | HEK293 M3R/RGS4 inducible, Fluo-4 calcium flux; active compounds read high; triggered by carbachol at its EC20;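 active = B-score, a plate-corrected calcium signal, over three deviations above library mean, with baseline fluorescence within five deviations of library mean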;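 note: RGS4 expression induced by doxycycline in cells with stable M3 receptor; B-score is computed from the integrated fluorescence ratio over baseline after carbachol; higher B-score means a larger calcium signal and so more RGS4 inhibition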
hERG protect: hERG (human) protection from proarrhythmic block | activation (rescue from dofetilide block), less the hit threshold, % at 10 µM | CHO-hERG, FluxOR thallium flux, dofetilide IC70 present | 310,000 compounds, 0.51% hits | Q12809;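 active = activation above the mean of controls blocked by dofetilide plus 5 SD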;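 note: thallium influx through hERG after potassium depolarization seen as dye fluorescence rise; in these data hits start at about 4.7%; inactives centre near -7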
Target sequence (Q12809 whole entry, looked up): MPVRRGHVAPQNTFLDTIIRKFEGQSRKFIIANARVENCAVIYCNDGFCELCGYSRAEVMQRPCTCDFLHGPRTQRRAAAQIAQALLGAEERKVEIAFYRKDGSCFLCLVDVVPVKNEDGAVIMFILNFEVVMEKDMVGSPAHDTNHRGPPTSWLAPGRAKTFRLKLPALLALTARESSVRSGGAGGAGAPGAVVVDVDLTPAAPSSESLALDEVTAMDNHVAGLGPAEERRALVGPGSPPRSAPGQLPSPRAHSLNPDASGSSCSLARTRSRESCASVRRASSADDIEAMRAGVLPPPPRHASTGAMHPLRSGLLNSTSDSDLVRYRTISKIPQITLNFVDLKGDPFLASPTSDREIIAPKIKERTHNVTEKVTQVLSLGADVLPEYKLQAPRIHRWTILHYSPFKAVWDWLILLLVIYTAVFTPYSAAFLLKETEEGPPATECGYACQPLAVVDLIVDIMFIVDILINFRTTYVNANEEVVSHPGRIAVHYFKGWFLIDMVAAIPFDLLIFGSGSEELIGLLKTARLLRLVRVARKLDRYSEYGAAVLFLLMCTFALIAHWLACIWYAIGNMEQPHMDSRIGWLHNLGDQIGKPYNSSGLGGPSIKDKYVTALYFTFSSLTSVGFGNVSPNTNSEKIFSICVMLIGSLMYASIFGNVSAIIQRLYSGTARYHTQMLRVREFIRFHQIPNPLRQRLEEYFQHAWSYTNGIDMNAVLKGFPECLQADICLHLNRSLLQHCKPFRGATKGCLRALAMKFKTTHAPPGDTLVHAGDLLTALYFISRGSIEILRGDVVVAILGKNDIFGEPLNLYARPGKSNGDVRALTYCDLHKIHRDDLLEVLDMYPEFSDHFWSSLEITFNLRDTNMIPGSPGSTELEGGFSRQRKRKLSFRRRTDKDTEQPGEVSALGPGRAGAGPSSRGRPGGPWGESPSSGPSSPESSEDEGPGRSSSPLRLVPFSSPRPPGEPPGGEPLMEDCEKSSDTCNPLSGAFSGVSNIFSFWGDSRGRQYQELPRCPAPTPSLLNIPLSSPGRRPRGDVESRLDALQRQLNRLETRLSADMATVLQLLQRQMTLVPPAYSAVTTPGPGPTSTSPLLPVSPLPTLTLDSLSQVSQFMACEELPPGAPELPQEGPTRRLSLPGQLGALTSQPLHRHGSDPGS
TMEM16A act: activates or potentiates the mouse TMEM16A chloride channel. Q8BHY3. HEK293 TMEM16A/YFP-H148Q/I152L, iodide quench fluorescence; active compounds read low. B-score at 10 µM. 340,000 compounds, 0.3% hits;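 active = fluorescence-ratio B-score plate-corrected deviation score at least 3 library SD below zero, with starting fluorescence score within 5 deviations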;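 note: channel opened by trigger with iodide after compound preincubation; score built on the fluorescence ratio of max minus min over baseline; more negative score means more quench and so TMEM16A activation or potentiation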
KCNQ1 act: potentiators or activators of human KCNQ1 potassium channel; P51787; CHO-K1 KCNQ1, thallium flux FluxOR fluorescence; active compounds read high; B-score at 10 µM; 310,000 compounds, 0.35% hits; AID 2648;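 active = fluorescence ratio B-score, a plate-corrected score, at least three library SD, with initial intensity B-score within 5 SD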
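Doses: Single concentration per compound, DMSO matched to controls | Test system: KCNQ1-transfected CHO-K1 cells | Timing: 90 min dye loading and 20 min compound exposure, both at room temperature | Measured by: Kinetic FluxOR thallium fluorescence, 10-s 1-Hz baseline, 110-s post-stimulus read | Medium: Assay buffer with matched DMSO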
KCNK9 block: inhibitors of human KCNK9 two-pore domain potassium channel. Q9NPC2. HEK293 KCNK9, FluxOR thallium flux fluorescence; active compounds read low. B-score at 10 µM. 310,000 compounds, 1.2% hits. AID 488922;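 active = ratio B-score over 3 SD below the library mean, with starting fluorescence within 5 SD of its mean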;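 note: negative B-score means less thallium flux so channel inhibition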
KCNK3 block: human KCNK3 channel inhibition, primary screen | B-score at 10 µM | AID 602410 | CHO-KCNK3 thallium flux, FluxOR fluorescence; active compounds read low | 340,000 compounds, 0.84% hits;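 active = B-score under library mean minus 4 SD, starting fluorescence ratio at most library mean plus 5 SD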;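 note: more negative B-score means stronger inhibition of thallium flux through KCNK3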
* hit, by the source's call; i = inactive; x = not tested or not shown.

SMILES | KCNQ1 block | TMEM16A inh | MrgX1 allo act | RGS4 act | MrgX1 ag | RGS4 inh | hERG protect | TMEM16A act | KCNQ1 act | KCNK9 block | KCNK3 block
COc1cc(OC)c(C(=O)NCCCN2CCOCC2)cc1OC | i | i | i | i | i | i | -10 | i | i | i | i
O=C(Cn1nnc(-c2cccs2)n1)NNC(=O)c1ccccc1Cl | i | i | i | i | i | i | -7 | i | i | i | i
O=C(NC(=S)NCc1cccnc1)c1ccc([N+](=O)[O-])cc1 | i | i | i | i | i | i | -4 | i | i | i | i
O=S(=O)(c1cccc(F)c1)N1CCN(Cc2ccc3c(c2)OCO3)CC1 | i | i | i | i | i | i | -10 | i | i | i | i
CSc1ccc(/C=C/C(=O)OCC(=O)NC(C)C)cc1 | i | i | i | i | i | i | -6 | i | i | i | i
COc1ccc(S(=O)(=O)N2CCCCC2)cc1NC(=O)c1cccs1 | i | i | i | i | i | i | 0 | i | i | i | i
COc1ccc(NC(=O)C/C(C)=N/NC(=O)c2cnccn2)cc1Cl | i | i | i | i | i | i | -4 | i | i | i | i
CC(C)NCCOCCOc1ccc(Cl)cc1Br | i | i | i | i | i | i | -4 | i | i | i | i
Cc1cc(C)c(NC(=O)CCCOC(=O)C2=COCCO2)c(C)c1 | i | i | i | i | i | i | -3 | i | i | i | i
O=C(CCN1C(=O)C2C3C=CC(C4CC34)C2C1=O)Nc1ccc(Cl)cc1O (centres undefined) | i | i | i | i | i | i | -5 | i | i | i | i
Cc1ccc(-c2nc(CS(=O)(=O)CC(=O)NC3CCCCC3C)c(C)o2)cc1 (centres undefined) | i | i | i | i | i | i | -3 | i | i | i | i
Nc1c(Cl)cc(-c2csc(N3CCCC3c3nc4cc(Cl)c(N5CCCCC5)cc4n3CCOCCO)n2)cc1Cl (centres undefined) | i | i | i | i | i | i | -7 | i | i | i | i
N#Cc1ccsc1NC(=O)c1ccc(Cl)c([N+](=O)[O-])c1 | 7* | i | i | i | i | i | -15 | i | i | i | i
Cc1ccc([N+](=O)[O-])c(C)[n+]1C | i | i | i | i | i | i | -8 | i | i | i | i
CCCc1cc(=O)n2[nH]c(SCc3ccc(Cl)cc3)nc2n1 | i | i | i | i | i | i | 0 | x | i | i | i
Nc1ccc(Sc2nc3ccccc3[nH]2)cc1 | i | i | i | i | i | i | -5 | i | i | i | i
N#Cc1ccccc1OCC(=O)NCC(c1cccs1)N1CCOCC1 (centres undefined) | i | i | i | i | i | i | -2 | i | i | i | i
O=C(NC1CCCc2c1cnn2-c1ccc(F)cc1F)c1ccccc1N1CCOCC1 (centres undefined) | i | i | i | i | i | i | -10 | i | i | i | i
CSCC[C@H](NC(=O)C1=NN(c2c(F)c(F)cc(F)c2F)C(=O)CC1)c1nc2ccccc2[nH]1 | i | i | i | i | i | i | -10 | i | i | i | i
CCN(C(=O)COC(=O)C1CCN(S(=O)(=O)c2ccc3c(c2)OCCO3)CC1)C1CCS(=O)(=O)C1 (centres undefined) | i | i | i | i | i | i | -5 | i | i | i | i
O=[N+]([O-])c1ccc(OCCCn2cncn2)cc1 | i | i | i | i | i | i | -3 | i | i | i | i
Cc1nn(C)cc1/C=N\NC(=O)c1ccc(Cn2cc(Cl)cn2)cc1 | i | i | i | i | i | i | -5 | i | i | i | i
Cc1ccc(Cl)cc1NC(=O)C1CC1c1ccccc1 (centres undefined) | i | i | i | i | i | i | -2 | i | i | i | i
C=CCn1c(=O)c(C(=O)NCCN(CC)CC)c(O)c2ccccc21 | i | i | i | i | i | i | -7 | i | i | i | i
CNC(=O)/C(C#N)=C/c1c(N2CCN(c3cccc(Cl)c3)CC2)nc2c(C)cccn2c1=O | i | i | i | i | i | i | -5 | i | i | i | i
COc1ccc(NS(=O)(=O)c2cccc(C(=O)NCC(c3ccccc3)N(C)C)c2)cc1 (centres undefined) | i | i | i | i | i | i | -18 | i | i | i | i
Fc1ccccc1NC(=S)N/N=C/c1ccccc1Br | i | i | i | i | i | i | -3 | i | i | i | i
O=C(NC(=S)NC1CCS(=O)(=O)C1)c1cccc([N+](=O)[O-])c1 (centres undefined) | i | i | i | i | i | i | -3 | i | i | i | i
CC(=O)OCCCCON1C(=O)c2ccccc2C1=O | i | i | i | i | i | i | -9 | i | i | i | i
CCOC(=O)N1CCC(N(CCOC)C(=S)Nc2cccc(SC)c2)CC1 | i | i | i | i | i | i | -16 | i | i | i | i

Results in MrgX1 ag (two entries from above):
SMILES,MrgX1 ag
CNC(=O)/C(C#N)=C/c1c(N2CCN(c3cccc(Cl)c3)CC2)nc2c(C)cccn2c1=O,i
COc1ccc(NS(=O)(=O)c2cccc(C(=O)NCC(c3ccccc3)N(C)C)c2)cc1 (centres undefined),i

(continued)
SMILES | KCNQ1 block | TMEM16A inh | MrgX1 allo act | RGS4 act | MrgX1 ag | RGS4 inh | hERG protect | TMEM16A act | KCNQ1 act | KCNK9 block | KCNK3 block
CCN1CCN(C(=O)CSc2cc(=O)n(CC)c3ccccc23)CC1 | i | i | i | i | i | i | -7 | i | i | i | i
CN(CC(=O)NCC1CCCCC1)S(=O)(=O)c1ccc(Cl)cc1 | i | i | i | i | i | i | -7 | i | i | i | i
CC1=C(C(=O)Nc2cccc(C(=O)NC(C)C)c2)SCCO1 | i | i | i | i | i | i | -4 | i | i | i | i
Cc1nnc(SCCC(=O)Nc2ccccc2Cl)o1 | i | i | i | i | i | i | -4 | i | i | i | i
O=C(O)C1CCCNC1 (centres undefined) | i | i | i | i | i | i | -5 | x | i | i | x
O=C(O)c1ccccc1NC(=S)NC(NC(=O)c1ccccc1[N+](=O)[O-])C(Cl)(Cl)Cl (centres undefined) | i | i | i | i | i | i | -8 | i | i | i | i
CCOc1ccc(N2CC(C(=O)NCc3ccccc3)CC2=O)cc1 (centres undefined) | i | i | i | i | i | i | -17 | i | i | i | i
N#Cc1ccc(COC(=O)c2ccc(N3CCCC3)c([N+](=O)[O-])c2)cc1 | i | i | i | i | i | i | -2 | i | i | i | i
COc1ccc(C(=O)NC(=S)Nc2ccccc2N2CCOCC2)cc1[N+](=O)[O-] | i | i | i | i | i | i | -6 | i | i | i | i
CC(=O)C1=C(O)C(=O)N(Cc2ccco2)C1c1ccc(F)cc1 (centres undefined) | i | i | i | i | i | i | -10 | i | i | i | i
O=C(NCCN=C1NS(=O)(=O)c2ccccc21)c1ccco1 | i | i | i | i | i | i | 2 | i | i | i | i
Cc1c(C(=O)OC/C(O)=C(\C#N)c2nc3ccccc3[nH]2)oc2ccccc12 | i | i | i | i | i | i | -8 | i | i | i | i
CCOC(=O)c1c(NC(=O)COc2ccccc2F)sc2c1CC(C)(C)NC2(C)C | i | i | i | i | i | i | -20 | i | i | i | i
CCCCn1c(N)c(N(Cc2ccccc2OC)C(=O)c2sccc2C)c(=O)[nH]c1=O | i | i | i | i | i | i | -18 | i | i | i | i
Cn1c(=O)c2ncn(CC(=O)Nc3ccc4c5c(cccc35)CC4)c2n(C)c1=O | i | i | i | i | i | i | -14 | i | i | i | i
CS(=O)(=O)c1ccc(Cl)c(NC(=O)C2CCCN(C(=O)c3ccc(Cl)cc3)C2)c1 (centres undefined) | i | i | i | i | i | i | -16 | i | i | i | i
O=C(c1ccccc1)N1CCN(C(=O)C2CC2)CC1 | i | i | i | i | i | i | -4 | i | i | i | i
O=C(O)CCCN1C(=O)/C(=C\c2ccc(-c3nc4ccccc4s3)o2)SC1=S | i | 25* | i | -7.9* | i | 21* | -15 | i | i | i | i
CCN(CC)S(=O)(=O)c1ccc(C(=O)Nc2cc3oc4ccccc4c3cc2OC)cc1 | i | i | i | i | i | i | -8 | i | i | i | i
COCC1CCCN(C(=O)c2ccc3oc(C(C)C)nc3c2)C1 (centres undefined) | i | i | i | i | i | i | -6 | i | i | i | i
CN(C)c1ccnc(Oc2ccc(F)cc2)c1C#N | i | i | i | i | i | i | 3 | i | i | i | i
C/C(CC(=O)Nc1ccccc1C)=N\NC(=O)Cc1csc(N)n1 | i | i | i | i | i | i | -5 | i | i | i | i
Cc1ccc(C)c(N2N=C(C(=O)N(CC(C)C)c3c(N)n(Cc4ccccc4)c(=O)[nH]c3=O)CCC2=O)c1 | i | i | i | i | i | i | -12 | i | i | i | i
CN(c1ccc(F)cc1)S(=O)(=O)c1ccc(Cl)c(C(=O)Nc2ccc3c(c2)CCC3)c1 | i | i | i | i | i | i | -11 | i | i | -6.9* | i
COC(=O)C1=C(CN2CCCc3ccccc32)NC(=O)NC1c1ccc(F)cc1 (centres undefined) | i | i | i | i | i | i | -11 | i | i | i | i
O=C(Nc1cnc2ccccc2c1)N1CCCCC1 | i | i | i | i | i | i | -6 | i | i | i | i
CCOc1ccc(-c2cc(CCCC(=O)NCCc3ccc(OC)c(OC)c3OC)no2)cc1 | i | i | i | i | i | i | -8 | i | i | i | i
COc1ccc(-c2csc(NC(=O)CSc3nnnn3C)n2)cc1OC | i | i | i | i | i | i | -15 | i | i | i | i
Cc1nc(SCC(=O)Nc2c(C)n(C)n(-c3ccccc3)c2=O)n[nH]1 | i | i | i | i | i | i | -4 | i | i | i | i
COc1cc2c(cc1OC)CN(c1nc(CN3CCCCC3)nc3sc4c(c13)CCCC4)CC2 | i | i | i | i | i | i | -16 | i | i | i | i
COc1cc(/C=C2\SC(=S)N(c3cccnc3)C2=O)ccc1O | i | i | i | i | i | i | -11 | i | i | i | i
CCCCNC(=O)C1CCN(Cc2ccc(OCc3ccccc3)cc2)CC1 | i | i | i | i | i | i | -6 | i | i | i | i
CC(=O)OC1c2ccccc2C(=O)N1Cc1ccccc1 (centres undefined) | i | i | i | i | i | i | -9 | i | i | i | i
O=c1[nH]cc(C(F)(F)F)cc1NS(=O)(=O)c1ccc([N+](=O)[O-])cc1 | i | i | i | i | i | i | -9 | i | i | i | i

From PubChem
